Pin1 inh – inhibitors of human Pin1; Pin1 FP peptide displacement, HiFluor488, 10 min; Potency, µM (series often up to 115 µM), without a hit: at the top dose activity, negative = inhibition, actives largely listed as inhibitors; AID 504891; 0.009% of 390,000 active; Q13526; active = well fitted inhibition curve with a large enough effect in the polarisation, with a control signal flat, not every such curve was filed as active; inconclusive = small, poorly fitted or top-dose-only effect, or effect the other way, or a change in a side signal; inactive = no such curve, though single readings can be large or run the other way; the % refers to the polarisation; also: potency is read from the fitted curve at half-maximal effect; % is scaled to controls: 0 for no effect and ±100 for the full control effect
JMJD2A Tudor – blocks the human JMJD2A Tudor domain. Potency, µM (top dose mostly 114 µM), for inactives: top-dose activity change, negative = inhibition, hits mostly inhibitors. AlphaScreen JMJD2A-Tudor / H3K4me3 peptide binding. 4.4% of 390,000 active. O75164; also: potency is read from the fitted curve at half-maximal effect; % is scaled to controls: 0 for no effect and ±100 for the full control effect; nearly all actives have a fitted effect of over 50% in size
G9a block – G9a (human) methyltransferase inhibition. Potency, µM (series often up to 102 µM), for the others: at the highest dose activity, negative = inhibition, hits mostly inhibitors. G9a H3K9 monomethylation, AlphaScreen, 2 h. Q96KQ7. 8.8% of 350,000 active; also: potency is read from the fitted curve at half-maximal effect; % is scaled to controls: 0 for no effect and ±100 for the full control effect; nearly all actives have a fitted effect of over 75% in size
Target sequence (Q96KQ7 913-1193 limits assumed): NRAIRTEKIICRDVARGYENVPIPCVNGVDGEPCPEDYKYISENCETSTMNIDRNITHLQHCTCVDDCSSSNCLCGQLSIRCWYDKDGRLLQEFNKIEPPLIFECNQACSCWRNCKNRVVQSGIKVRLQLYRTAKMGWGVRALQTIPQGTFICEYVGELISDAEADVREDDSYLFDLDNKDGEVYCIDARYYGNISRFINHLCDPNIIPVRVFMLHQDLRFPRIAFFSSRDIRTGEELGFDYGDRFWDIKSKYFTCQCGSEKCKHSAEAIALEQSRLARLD
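AlphaScreen detection with an anti-monomethyl H3K9 antibody quantified product after a 2 h room-temperature reaction containing 500 nM biotinylated H3K9 peptide, 20 µM SAM and 20 nM enzyme, which had been preincubated 15 min with compound.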
GLS inhibitor – glutaminase GLS (human) inhibition; O94925; GLS enzymatic activity, qHTS titration; Potency, µM (titrated, usually from 45.5 µM), for the others: top-dose activity change, negative = inhibition, actives largely listed as inhibitors; 0.21% of 410,000 active; also: potency is read from the fitted curve at half-maximal effect; % is scaled to controls: 0 for no effect and ±100 for the full control effect
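Coupled fluorescence readout: glutamate oxidase/HRP/Amplex Red detect glutamate formed by hKGA from L-glutamine (1 mM solution added). Buffer 45 mM KH2PO4 pH 8.2, 0.02% Tween-20; reads at t0 and 30 min RT.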
BAZ2B inh – inhibitors of human BAZ2B bromodomain; AID 504333; 4.4% of 360,000 active; Q9UIF8; Potency, µM (highest dose often 114 µM), for the others: at the top dose activity change, negative = inhibition, usual class: inhibitors; AlphaScreen BAZ2B-H3K14Ac peptide displacement; also: potency is read from the fitted curve at half-maximal effect; % is scaled to controls: 0 for no effect and ±100 for the full control effect; nearly all actives have a fitted effect of over 60% in size
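Multi-concentration screen (max 110 uM) measuring displacement of acetylated histone H3 peptide from BAZ2B by AlphaScreen, using 50 nM protein, 50 nM peptide and 10 ug/mL streptavidin donor plus Ni-chelate acceptor beads.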
Pol eta inh – blocks human DNA polymerase eta activity; Q9Y253; recombinant Pol eta, fluorescent DNA replication assay; Potency, µM (highest dose often 114 µM), without a hit: at the highest dose activity change, negative = inhibition, hits mostly inhibitors; 1.2% of 390,000 active; also: potency is read from the fitted curve at half-maximal effect; % is scaled to controls: 0 for no effect and ±100 for the full control effect
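Pol eta at 10 nM preincubated with compounds 15 min at room temperature; reaction started with fluorescent substrate (50 nM final) and read kinetically at 0 and 10 min.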
PI4K2A inh – PI4K2A (human) kinase inhibition; purified PI4K2A, ADP-Glo luminescence, 1 h; stronger effect = lower value; AID 1346378; activity change, negative = inhibition, % at 76.9 µM; 0.13% of 420,000 active; in the data active = activity change below about -50%; inconclusive = mostly about -30% to -49%;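 also: -100% = wells without enzyme as full effect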
Target sequence (Q9BTU6 whole entry, looked up): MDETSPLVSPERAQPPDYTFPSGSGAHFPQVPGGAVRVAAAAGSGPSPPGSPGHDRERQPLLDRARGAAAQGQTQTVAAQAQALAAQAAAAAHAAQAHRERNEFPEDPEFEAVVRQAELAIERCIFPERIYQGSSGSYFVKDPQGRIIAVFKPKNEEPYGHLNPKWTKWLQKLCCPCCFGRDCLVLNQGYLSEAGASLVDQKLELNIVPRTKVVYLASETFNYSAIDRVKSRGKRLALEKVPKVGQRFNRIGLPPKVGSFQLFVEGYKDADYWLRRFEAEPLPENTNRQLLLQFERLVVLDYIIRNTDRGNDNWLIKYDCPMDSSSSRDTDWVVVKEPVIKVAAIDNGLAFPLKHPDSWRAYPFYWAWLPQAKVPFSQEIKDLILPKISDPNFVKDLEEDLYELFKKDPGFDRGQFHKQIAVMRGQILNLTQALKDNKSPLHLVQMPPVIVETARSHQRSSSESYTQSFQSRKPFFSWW
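Compounds are screened against recombinant PI4K2A using PI as substrate and ATP, the latter dispensed at 300 microM. Reactions run one hour at ambient temperature before ADP-Glo detection; full inhibition defined by wells lacking enzyme.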
Tb PGK inh – T. brucei PGK inhibition. PGK/GAPDH coupled, Kinase-Glo luminescence, 60 min. AID 602233. Potency, µM (highest dose often 57.5 µM), without a hit: at the top dose activity change, negative = inhibition, most hits filed as inhibitors. 0.043% of 380,000 active; also: potency is read from the fitted curve at half-maximal effect; % is scaled to controls: 0 for no effect and ±100 for the full control effect; nearly all actives have a fitted effect of over 60% in size
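Luminescent ATP detection (Kinase-Glo Plus) follows a 60-minute room-temperature incubation, with wells lacking PGK as controls. Buffer: 100 mM TEA (pH 7.6), 5 mM MgCl2, 0.01% Tween-20. Coupling enzyme GAPDH (100 nM final) supplies unstable 1,3-BPG in-well.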
HP1b chromo inh – blocks HP1-beta chromodomain binding to methylated histone tails | P83916 | AlphaScreen HP1-beta / biotin-H3K9me3 peptide binding | Potency, µM (highest dose often 114 µM), without a hit: at the highest dose activity change, negative = inhibition, hits mostly inhibitors | 0.56% of 390,000 active; also: potency is read from the fitted curve at half-maximal effect; nearly all actives have a fitted effect of over 70% in size; inactives centre near 23
Target sequence (P83916 whole entry, looked up): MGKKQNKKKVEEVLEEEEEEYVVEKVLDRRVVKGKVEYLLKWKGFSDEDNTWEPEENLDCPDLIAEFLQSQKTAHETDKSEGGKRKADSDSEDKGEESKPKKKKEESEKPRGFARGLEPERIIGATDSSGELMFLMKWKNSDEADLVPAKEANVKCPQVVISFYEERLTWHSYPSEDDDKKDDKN
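AlphaScreen: HP1-beta (50 nM) preformed 30 min with biotin-H3(1-18)K9me3 peptide (50 nM) in PBS pH 7.4, 0.01% Tween-20. Compound added for 30 min at RT, then streptavidin donor/nickel chelate acceptor beads (10 ug/mL) for 30 min.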
Numbers without * were called inactive; i = inactive; ? = inconclusive; / = not tested or not shown; [ ] = another dose, or the depositor's remark. Unless noted, calls follow the shape of the dose curve; as a rule, active = well fitted curve in the direction sought with a large enough effect; inconclusive = small, poorly fitted or top-dose-only effect, or another doubt; inactive = no such curve, though single readings can be large; an effect the other way counts as inactive or inconclusive. These rows are one share of the data, so the mix of outcomes need not match the whole.

nr | SMILES | Pin1 inh | JMJD2A Tudor | G9a block | GLS inhibitor | BAZ2B inh | Pol eta inh | PI4K2A inh | Tb PGK inh | HP1b chromo inh
1 | Cc1cc(C)n2c(Nc3ccccc3)c(-c3ccccc3)nc2n1 | 6% | -14% | -4%[59 µM] | 21% | -24% | 10% | -4 | 0% | 28%
2 | COc1cc(NC(=O)COc2ccc3c(C)cc(=O)oc3c2C)cc(OC)c1OC | -5% | -7% | 24% | -4% | -14% | -3% | -4 | -2% | 51%[activator]
3 | O=S(=O)(CC(CN1CCCCC1)N1CCCCC1)c1ccccc1 (stereo not given) | 0% | -19% | -1% | 1% | -17% | -12% | 9 | / | 43%[activator]
4 | CCN1CCN(S(=O)(=O)c2ccc(OC)c(NC(=O)c3ccccc3F)c2)CC1 | 5% | -22% | -3%[0.501 µM] | 8% | 6% | -13% | 2 | -8% | -7%
5 | CN(C)CCn1c2c(c(SCC(=O)Nc3cccc4ccccc34)nc1=O)CCC2 | -8% | -14% | 12%[0.501 µM] | 2% | -5% | -15% | 2 | -1% | -5%
6 | Cc1ccc(-c2nc3sc(CCNC(=O)c4ccc(Br)o4)c(C)n3n2)cc1 | 2% | -21% | -30%[59 µM] | -9% | ? | ? | 0 | -7% | -20%
7 | O=C(CCNC(=O)C1CCN(S(=O)(=O)c2ccc(F)cc2)CC1)Nc1nccs1 | -2% | -10% | 55%[activator] | 1% | -6% | 4% | -6 | 5% | 39%[activator]
8 | CN1CCN(c2ccc(C(=O)c3ccccc3)cc2[N+](=O)[O-])CC1 | -2% | -35% | ? | 4% | -35% | -12% | 8 | -5% | -11%
9 | CC(C)(O)C#Cc1ccc(C(=O)Nc2ccc3c(c2)OCO3)s1 | -5% | -29% | -10% | -2% | -25%[57.1 µM] | -11% | -5 | -8% | 39%
10 | CCc1ccccc1C1C(=O)c2ccccc2C1=O | -4% | -13% | / | 34%[activator] | / | -2% | -9 | -9% | 13%

The final 3 compounds of the part above open the next one.
nr | SMILES | Pin1 inh | JMJD2A Tudor | G9a block | GLS inhibitor | BAZ2B inh | Pol eta inh | PI4K2A inh | Tb PGK inh | HP1b chromo inh
8 | CN1CCN(c2ccc(C(=O)c3ccccc3)cc2[N+](=O)[O-])CC1 | -2% | -35% | ? | 4% | -35% | -12% | 8 | -5% | -11%
9 | CC(C)(O)C#Cc1ccc(C(=O)Nc2ccc3c(c2)OCO3)s1 | -5% | -29% | -10% | -2% | -25%[57.1 µM] | -11% | -5 | -8% | 39%
10 | CCc1ccccc1C1C(=O)c2ccccc2C1=O | -4% | -13% | / | 34%[activator] | / | -2% | -9 | -9% | 13%
11 | CCOC(=O)c1c(NC(=O)COC(=O)c2ccc(Cl)nc2)sc(C(=O)N(C)C)c1C | -1% | -27% | 21%[2.33 µM] | -1% | 5% | -7% | 6 | 0% | 4%
12 | COc1ccc(NC(=O)C2CCN(S(=O)(=O)c3c(C)noc3/C=C/c3cccs3)CC2)cc1 | 4% | -16% | 0%[59 µM] | -14% | / | -9% | -4 | -6% | -2%
13 | CCOC(=O)C1=C(C)N=C2SCCC(=O)N2C1c1cccs1 (stereo not given) | -18% | 2% | 19%[59 µM] | 12% | / | -6% | 6 | 2% | 14%
14 | CCOC(=O)CNC(=O)C(CO)NC(=O)OCc1ccccc1 (stereo not given) | -1% | -4%[11.4 µM] | 9%[2.33 µM] | -20% | -6% | -8% | -5 | 4% | -4%
15 | COc1ccc(CC(O)CO)cc1OCc1ccccc1 (stereo not given) | / | / | / | 0% | / | -3% | 4 | i | /
16 | CCc1ccc(NC(=O)CSc2cn(CC(=O)N3CCCC3)c3ccccc23)cc1 | -6% | -22% | ? | -14% | -20% | -23% | -2 | 2% | 33%
17 | CCC(CC)NC(=O)Cn1c(C(C)NC(C)=O)nc2ccccc21 (stereo not given) | 1% | -7% | 16%[59 µM] | -2% | 2% | -11% | 4 | i | 50%[activator]
18 | COc1ccc(OC)c(C(c2c(C)[nH][nH]c2=O)c2c(C)[nH][nH]c2=O)c1 | 8% | -2% | -5%[2.33 µM] | 29% | -1% | 0% | ? | 10% | 32%
19 | COc1ccc(-c2nc(CS(=O)CC(=O)NCc3ccccc3)c(C)o2)cc1OC (stereo not given) | 3% | -12% | -13% | -14% | 19% | -8% | -6 | i | 35%
20 | COc1cccc(-n2nnnc2SCC(=O)Nc2ccccc2OC)c1 | 16% | -7% | 28% | 9% | -9% | -6% | 1 | 1% | 39%
21 | COc1ccc2c(c1)N(C(=O)CSc1n[nH]c(C)n1)C(C)(C)C=C2C | -2% | -2% | -9%[12.7 µM] | 1% | 4% | -23% | -5 | -1% | 25%
22 | COc1ccc(/C=C(/NC(=O)c2ccc(OC)c(OC)c2)C(=O)NCCCn2ccnc2)cc1 | -1% | -9% | 14% | 6% | -11% | -3% | 0 | -2% | 4%
23 | Cc1cccc(/C=N/NC(=O)c2cc3c(s2)-c2ccccc2CC3)c1 | 5% | -5%[11.4 µM] | 6%[59 µM] | 6% | 59%[activator] | -24% | 6 | 3% | 10%
24 | Cn1c(C(=O)OC(C(=O)NC2CCCC2)c2ccncc2)cc2sccc21 (stereo not given) | -5% | -4% | 0% | 11% | -17% | 12% | -3 | / | 16%
25 | O=C(c1cccc(C(F)(F)F)c1)N1CCN(S(=O)(=O)c2ccc(Cl)s2)CC1 | 1% | -4% | ? | -6% | -10% | -24% | 1 | -2% | 63%[activator]
26 | CCCCC1CCC(C(=O)N(CC(C)C)c2c(N)n(CCCC)c(=O)[nH]c2=O)CC1 (stereo not given) | 3% | -4% | 12%[0.501 µM] | -7% | 4% | -1% | 1 | -3% | 10%
27 | COc1ccc(N2CCN(c3ncnc4onc(-c5ccc(F)cc5)c34)CC2)cc1 | -7% | ? | 18µM* | -2% | -33%[57.1 µM] | -30% | 2 | -9% | -1%
28 | CCOC(=O)c1c(C2COc3ccccc3O2)csc1NC(=O)c1ccco1 (stereo not given) | -8% | 32µM* | 1.6µM* | -7% | ? | -2% | 0 | -8% | 18µM*
29 | CCC(C)[C@H](N)c1cn([C@@H](CCCCN)C(=O)N2CCNCC2)nn1 (stereo not given in full) | -7% | -14% | 6%[12.7 µM] | -2% | -20% | -9% | -2 | -1% | 40%[activator]
30 | O=C(Nc1cc(S(=O)(=O)N2CCOCC2)ccc1Cl)C1CCC1 | -8% | -14% | -5% | 2% | -6% | -19% | 1 | -7% | 9%

The listing continues:
#	smiles	Pin1 inh	JMJD2A Tudor	G9a block	GLS inhibitor	BAZ2B inh	Pol eta inh	PI4K2A inh	Tb PGK inh	HP1b chromo inh
31	O=c1ccc(-c2ccc(S(=O)(=O)N3CCN(c4cccc(Cl)c4)CC3)o2)n[nH]1	23%	-24%	/	-3%	-17%	-15%	4	5%	49%[activator]
32	CSCC[C@H](NC(=O)COc1cc2c(c3oc(=O)c(C)c(C)c13)CCC(C)(C)O2)C(=O)O	-10%	?	12%	2%	0%	-1%	1	-5%	3%
33	CCn1c(=O)c2cc(C(=O)Nc3ccc(OC)cc3OC)sc2c2ccccc21	-10%	-17%[11.4 µM]	/	-17%	1%	-2%	8	i	46%[activator]
34	COc1cccc(CCNc2ncnc3c2nnn3C)c1	0%	-13%	11%[59 µM]	6%	-4%	-3%	1	-2%	-7%
35	O=C1CC(c2cccs2)CC(O)=C1C=NCCN1CCNCC1 (stereo not given)	6%	-4%	?	-4%	-18%	-6%	-1	-9%	27%
36	CCOc1cc(/C=N/N=C2/NC(=O)C(CC(=O)O)S2)ccc1OCc1ccccc1Cl (stereo not given)	-15%	?	?	10%	50µM*	?	-1	-8%	14%
37	CCCN(C(=O)COC(=O)CCC(=O)c1ccccc1)c1c(N)n(Cc2ccccc2)c(=O)[nH]c1=O	/	/	/	-2%	/	-10%	1	-2%	/
38	CN(C(=O)COC(=O)c1cccc(S(=O)(=O)N2CCCCCC2)c1)c1ccccc1	/	/	/	6%	/	-10%	-3	-3%	/
39	Oc1ccc(C2=NN(c3ccccc3)C(c3ccc(F)cc3)C2)cc1 (stereo not given)	?	-3%	57%[activator]	28%	9%	-17%	-3	8%	58%[activator]
40	Cc1cscc1NC(=O)/C=C/C(=O)O	-1%	-21%	/	0%	-4%	-12%	4	-3%	37%
41	CCN1CCN(c2ccc(S(=O)(=O)N3CCOCC3)cc2NC(=O)c2ccc(C)cc2C)CC1	-3%	-2%	?	1%	?	-13%	-9	7%	43%[activator]

Arranged by value in Pol eta inh (smallest number first): some entries from above
| # | mol | Pol eta inh |
| --- | --- | --- |
| 39 | Oc1ccc(C2=NN(c3ccccc3)C(c3ccc(F)cc3)C2)cc1 (stereo not given) | -17% |
| 37 | CCCN(C(=O)COC(=O)CCC(=O)c1ccccc1)c1c(N)n(Cc2ccccc2)c(=O)[nH]c1=O | -10% |
| 11 | CCOC(=O)c1c(NC(=O)COC(=O)c2ccc(Cl)nc2)sc(C(=O)N(C)C)c1C | -7% |
